# Screening data deposited in PubChem BioAssay by National Center for Advancing Translational Sciences (NCATS).
# N370S GC: qHTS Assay for Inhibitors and Activators of N370S glucocerebrosidase as a Potential Chaperone Treatment of Gaucher Disease; N370S GC spleen homogenate, 4MU-glucoside fluorescence; Potency, µM (titrated, usually from 59.4 µM), for inactives: at the top dose activity change, negative = inhibition, most hits filed as inhibitors; actives 0.092% (n = 330,000);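 further: 0% = full enzyme activity and -100% = no enzyme basal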
# TDP1 inh: qHTS Assay for Inhibitors of Tyrosyl-DNA Phosphodiesterase (TDP1). Tyrosyl-DNA phosphodiesterase 1 (Homo sapiens), Q9NUW8. recombinant TDP1, AlphaScreen DNA substrate cleavage. Potency, µM (doses to about 130 µM), for the others: top-dose activity change, negative = inhibition, most hits filed as inhibitors. actives 0.28% (n = 350,000); further: nearly all actives have a fitted effect of over 40% in size
# Target sequence (Q9NUW8 whole entry, looked up): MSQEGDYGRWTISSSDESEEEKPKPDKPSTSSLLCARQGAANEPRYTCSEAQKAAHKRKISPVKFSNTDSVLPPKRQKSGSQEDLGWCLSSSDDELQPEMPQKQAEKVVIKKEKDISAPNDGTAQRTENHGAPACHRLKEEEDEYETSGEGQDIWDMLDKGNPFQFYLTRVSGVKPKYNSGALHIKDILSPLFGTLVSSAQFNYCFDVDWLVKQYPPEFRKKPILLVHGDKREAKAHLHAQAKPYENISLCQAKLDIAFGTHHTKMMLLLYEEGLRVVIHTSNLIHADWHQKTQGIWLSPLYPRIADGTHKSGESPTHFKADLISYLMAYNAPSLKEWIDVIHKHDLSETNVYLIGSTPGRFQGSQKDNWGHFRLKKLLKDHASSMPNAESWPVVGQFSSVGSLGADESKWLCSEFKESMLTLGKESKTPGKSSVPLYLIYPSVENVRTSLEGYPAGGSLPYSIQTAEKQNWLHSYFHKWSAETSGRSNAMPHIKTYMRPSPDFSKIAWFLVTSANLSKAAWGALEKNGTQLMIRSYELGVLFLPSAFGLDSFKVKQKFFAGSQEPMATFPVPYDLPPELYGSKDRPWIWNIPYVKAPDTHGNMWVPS
#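 Here, a 5' biotin and 3' phosphotyrosine-FITC DNA oligonucleotide reports Tdp1 activity: intact substrate bridges AlphaScreen beads, while cleavage leaves a 3' phosphate and drops signal. All incubations at room temperature.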
# TDP1 cell noCPT: qHTS for Inhibitors of human tyrosyl-DNA phosphodiesterase 1 (TDP1): qHTS in cells in absence of CPT; Potency, µM (top dose mostly 46.2 µM), inactives show at the top dose activity change, negative = growth inhibition, actives largely listed as inhibitors; DT40 Tdp1-/- hTDP1 cells, no CPT, ATP luminescence, 48 h; actives 15% (n = 420,000); further: nearly all actives have a fitted effect of over 55% in size
#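 Growth of hTDP1-complemented DT40 Tdp1-knockout cells is measured by ATP luminescence after at least 48 hr compound exposure at 37 °C, with DMSO substituting for the 20 nM CPT used in the parallel screen.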
# The depositor's hits bear a star; ? = inconclusive; nt = no result given; & = joins results of further samples; [ ] = dose if it differs, or a comment. The call rests on the fitted dose curve; in most records, active means well fitted curve in the direction sought with a large enough effect; inconclusive means small, poorly fitted or top-dose-only effect, or another doubt; inactive means no such curve, though single readings can be large; an effect the other way counts as inactive or inconclusive. Unless noted, on the % scale 0 is the no-effect control and ±100 the full control effect; potency means the concentration at half of the fitted maximal effect. This is a subset; rates above refer to the full screens.
cpd	compound	N370S GC	TDP1 inh	TDP1 cell noCPT
1	COc1ccc(/C=[N+](\[O-])C2N(c3ccccc3)C(=S)SC2(C)C)cc1OC (stereo not given)	-2%	8%	?
2	O=C(NNC(=O)c1cccnc1)Nc1ccc(Cl)c(Cl)c1	-5%	7%	-22%
3	COc1ccc(Cl)cc1NC(=O)CSc1nc2ccsc2c(=O)n1CC1CCC(C(=O)O)CC1 (stereo not given)	-15%	-13%	?
4	CCOC(CC(=O)NNC(=O)c1c(-c2c(Cl)cccc2Cl)noc1C)OCC	-14%	7%	-21%
5	Cc1ccc(-c2nn3c(C)nnc3c3ccccc23)cc1S(=O)(=O)N1CCN(CCO)CC1	-19%	2%	?
6	O=C(CN1CCCc2ccccc21)NC(=O)NCc1ccco1	5%	5%	-8%
7	CCSc1nnc(NC(=O)CSc2nc(CC)nc3c2c(=O)n(C)c(=O)n3C)s1	-18%	1%	15µM*
8	Cc1cc(NC(=O)Nc2ccc(Cl)cc2)no1	?	nt	-24%
9	COc1ccc(CCN(C(=O)C(F)(F)F)C(C(=O)NC2CCCC2)c2cccs2)cc1 (stereo not given)	24%	-10%	6.5µM*
10	Cc1ccc(SCc2ccc(C(=O)N3CCCC3)cc2)cc1	15%	-3%	?
11	Cc1cc(OC(C)C)nc(-c2ccccc2O)n1	21%	2%	-16%
12	C[Si](C)(C/C=C/CC[C@H](O)C1=CCCCC1=O)c1ccccc1	12%	8%	nt
13	CC(C)(C)OC(=O)NCCCC1=CC2=CC(=O)C(C)(OC(=O)c3cccs3)C(=O)C2=CO1 (stereo not given)	4%	-5%	nt
14	O=C(NCCc1c[nH]c2ccccc12)c1cncc(Br)c1	7%	7%	-4%
15	COc1ccc(NC(=O)CSc2nc(-c3ccco3)nc3cc(=O)[nH]n23)cc1Cl	-8%	50µM*	1%
16	CCOc1cc(C(=O)Nc2ccc(F)cc2)cc(Br)c1OC	-3%	-8%	?
17	O=C(COc1ccccc1C(=O)O)Nc1cccc2ccccc12	nt	1%	14%
18	Cc1cccnc1NC(=O)c1ccc(OCC2CCCO2)cc1 (stereo not given)	nt	1%	9%
19	COc1ccccc1-n1nnnc1SCc1cc2c(cc1Br)OCO2	13%	7%	-26%
20	O=C(Cn1ccc2cc(S(=O)(=O)N3CCCC3)ccc21)NCc1ccccc1	3%	3%	9.2µM*
21	O=C(CCS(=O)(=O)c1nc(-c2ccc3c(c2)OCO3)cc(C(F)(F)F)n1)Nc1ccc(Br)cc1	nt	3%	3.3µM*
22	Cc1ccc(S(C)=O)cc1-n1c(=O)n(Cc2ccccc2)c(=O)c2[nH]cnc21 (stereo not given)	-8%	nt	-15%
23	CCOC(=O)c1c(NC(=O)C2=C(C)NC(=S)NC2c2ccc(F)cc2F)sc(C)c1C (stereo not given)	?	8%	?
24	Cc1onc2c(=O)n(-c3ccccc3)nc(-c3ccccc3)c12	13%	1%	-10%
25	CCOc1ccc(S(=O)(=O)NCc2ccc3c(c2)OCO3)cc1	-7%	nt	-5%
26	CCOC(=O)N1CCC(NC(=O)c2cc(C(=O)NCc3ccc(F)cc3)ccc2CO)CC1	8%	0%	12µM*
27	Cc1ccc(S(=O)(=O)c2nc(Nc3ccccc3N3CCOCC3)sc2Cl)cc1	3%	10%	?
28	CC(=O)Nc1ccc(S(=O)(=O)NCCC(=O)OCc2csc(CC(=O)Nc3ccccc3C)n2)cc1	-7%	0%	?
29	COc1cccc(CN2CCNC(=O)C2CC(=O)NCc2cn3ccccc3n2)c1OC (stereo not given)	-18%	4%	-15%
30	O=C(COC(=O)c1cc(S(=O)(=O)N2CCOCC2)ccc1O)NCC1CCCO1 (stereo not given)	19%	-7%	-2%
31	O=C(NC1CCCC1)c1cc2ccccc2o1	-12%	1%	13%
32	CCc1cccc(C)c1NS(=O)(=O)c1ccc(-c2cc(C)no2)s1	nt	3%	0.52µM*
33	C=CCN1C(=O)C(=O)N(CC(=O)NCC(=O)Nc2ccc(F)c(F)c2F)C1=O	nt	-1%	-15%
34	O=C(NC(Cc1cc(=O)[nH]c2ccccc12)C(=O)O)c1ccc(Cl)cc1 (stereo not given)	-1%	-10%[56.1 µM]	-10%
35	CCOc1ccc(-c2[nH]nc3c2C(c2cccnc2)C(C#N)=C(N)O3)cc1 (stereo not given)	-1%	6%	0%
36	Cc1ccc(NC(=O)c2ccc(OCC3CCCO3)cc2)c(C)c1 (stereo not given)	3%	6%	1%
37	COc1ccc(NC(=O)C(=O)NCC2(c3ccc(OC)c(OC)c3)CCCC2)cc1	nt	0%	?
38	COc1ccc(Cl)cc1Nc1nc(N)nc(C(F)(F)F)n1	9%	9%	-22%
39	O=c1oc(Nc2cccc(F)c2)nc2ccccc12	9%	2%	?
40	COC(=O)[C@@H]1Cc2c([nH]c3ccccc23)C2CCC(=O)N21 (stereo not given in full)	3%	nt	0%

# 3 compounds drawn at random from those above, as already listed:
cpd	compound	N370S GC	TDP1 inh	TDP1 cell noCPT
5	Cc1ccc(-c2nn3c(C)nnc3c3ccccc23)cc1S(=O)(=O)N1CCN(CCO)CC1	-19%	2%	?
18	Cc1cccnc1NC(=O)c1ccc(OCC2CCCO2)cc1 (stereo not given)	nt	1%	9%
11	Cc1cc(OC(C)C)nc(-c2ccccc2O)n1	21%	2%	-16%

# Further records follow:
cpd	compound	N370S GC	TDP1 inh	TDP1 cell noCPT
41	CS(=O)(=O)c1ccc(C(=O)N2CC(=O)Nc3ccccc32)cc1	-4%	10%	-9%
42	COc1ccccc1C(=O)Nc1c(C(=O)N2CCN(c3ccc(F)cc3)CC2)oc2ccccc12	nt	4%	-10%
43	O=C(Cc1coc2cc3c(cc12)CCC3)OCC(=O)N1CCCC1=O	18%	-6%	-4%
44	O=C(CCN=C1NS(=O)(=O)c2ccccc21)Nc1ccc(Cl)cc1F	nt	0%[56.1 µM]	15%
45	CCCCc1c(O)nc(SCC(=O)c2ccccc2)n(-c2ccccc2OC)c1=O	15%	5%	8.2µM*
46	O=C(NC1CCN(S(=O)(=O)c2ccc(Cl)cc2)CC1)c1cccnc1	3%	-18%	-12%
47	O=C(O)c1ccc(N/N=C/c2cn(Cc3ccccc3F)c3ccccc23)cc1	1%	10%	-1%
48	Cc1ccc(-c2cn3cccnc3n2)cc1NC(=O)C(C)(C)Oc1ccc(Cl)cc1	nt	5%	18µM*

# Part of the list above in a different format:
3) COc1ccc(Cl)cc1NC(=O)CSc1nc2ccsc2c(=O)n1CC1CCC(C(=O)O)CC1 (stereo not given)
22) Cc1ccc(S(C)=O)cc1-n1c(=O)n(Cc2ccccc2)c(=O)c2[nH]cnc21 (stereo not given)
41) CS(=O)(=O)c1ccc(C(=O)N2CC(=O)Nc3ccccc32)cc1
6) O=C(CN1CCCc2ccccc21)NC(=O)NCc1ccco1

Screen / compound no.,3,22,41,6
N370S GC,-15%,-8%,-4%,5%
TDP1 inh,-13%,nt,10%,5%
TDP1 cell noCPT,?,-15%,-9%,-8%

# Next part.
cpd	compound	N370S GC	TDP1 inh	TDP1 cell noCPT
49	CNC(=O)Cn1nc(C)c(S(=O)(=O)N2CCOCC2)c1C	nt	0%	-2%
50	CC(=O)c1ccc(N2CCN(C(=O)c3cccc(Oc4ccccc4)c3)CC2)cc1	-3%	6%	18µM*
51	Cc1cccc(NC(=O)CCN2CC(C)CC(C)C2)c1 (stereo not given)	-18%	2%	13%
52	COCCCNC(=O)CCn1c(=O)c2ccccc2n(Cc2cccc([N+](=O)[O-])c2)c1=O	11%	8%	1%
53	COc1ccc(NC(C)=O)cc1S(=O)(=O)N1CCN(C/C=C/c2ccccc2)CC1	-2%	0%	-20%
54	CC(C)=C1SC(N2CCN(c3cccc(C)c3)CC2)=NC1=O	12%	3%	21µM*
55	Cc1cccc(C)c1OCc1cc(C(=O)N(Cc2nccn2C)C(C)C)no1	-3%	2%	10µM*
56	COc1ccc(S(=O)(=O)NCC(c2ccco2)N2CCc3ccccc3C2)cc1 (stereo not given)	-5%	-1%	?
57	O=C(COC(=O)/C=C/c1ccc(S(=O)(=O)N2CCCCCC2)cc1)NCc1ccccc1Cl	-4%	2%	?
58	N#Cc1ccccc1OCC(=O)OCC(=O)N1CCCC1	nt	0%	-1%
59	Cc1ccc(Cl)cc1N(C)C(=O)c1noc2c1CCCCC2	nt	5%	-30%
60	O=C(Nc1ccccc1)Nc1ccc(Cl)c([N+](=O)[O-])c1	5%	-1%	-15%
61	OC1(c2cccs2)CN(c2ccc(Cl)cc2)C2=[N+]1CCCS2 (stereo not given)	0%	-2%	7%
62	CCN1C(=O)NC2C1N(S(C)(=O)=O)CCN2S(C)(=O)=O (stereo not given)	-9%	2%	0%
63	O=C(Cn1ccc(NC(=O)OCc2ccccc2)nc1=O)NCCN1CCOCC1	nt	4%	-6%
64	CN(c1ccccc1)S(=O)(=O)c1cc(C(=O)OCC(N)=O)ccc1Cl	-21%	3%	?
65	COc1ccc(/C=N/Nc2nncn2N)cc1Br	-4%	nt	?
66	COc1cc2c(C(=O)NCc3ccc4c(c3)OCO4)cn(C)c(=O)c2cc1OC	-1%	4%	?
67	CN(C(=O)COC(=O)/C=C/c1ccc(S(=O)(=O)N2CCc3ccccc32)cc1)C1CCS(=O)(=O)C1 (stereo not given)	5%	-1%	-6%
68	Cc1ccc(CNC(=O)C2CC=CCC2C(=O)O)cc1 (stereo not given)	-6%	nt	?
69	Cc1ccc(Cl)cc1N1CCN(C(c2ccc(C#N)cc2)c2nnnn2C2CCCC2)CC1 (stereo not given)	5%	5%	-25%
70	C/C(=N\NC(=O)Cc1c(C)[nH][nH]c1=O)c1cccc(Br)c1	4%	nt	28%
71	CCOc1cc2[nH]c(=S)n(Cc3ccc(C(=O)NCCOC)cc3)c(=O)c2cc1OCC	1%	6%	-13%
72	CC(C)(C)c1cc[n+](-c2nc([O-])sc2C=O)cc1	-21%	-3%	2%
73	COCCN(C(=S)Nc1ccc(C)cc1C)C(C)c1cccs1 (stereo not given)	-5%	-1%	?
74	CCOC(=O)c1c(S(=O)(=O)N2CCN(c3ccccc3OC)CC2)c(C)n(C)c1C	nt	7%	?
75	CCOc1ccc(C(=O)NC(C(=O)NCc2ccccn2)C(C)C)cc1 (stereo not given)	0%	2%	-22%
76	CCOc1ccc(S(=O)(=O)NCc2ccc(F)cc2)c2cccnc12	?	4%	-28%
77	Nc1nc(NCCCN2CCOCC2)nc(Nc2ccc(Cl)cc2)c1[N+](=O)[O-]	-6%	6%	?
78	COc1ccccc1NC(=O)CSc1ncnc2c1oc1ccccc12	-1%	-3%	-17%
79	Cc1ccc(OCCNC(=O)CNC(=O)Cc2cccc3ccccc23)cc1	nt	2%	-16%
80	Cc1ccccc1N1CCN(S(=O)(=O)C[C@]23CCC(CC2NC(=O)[C@@H](N)CCS(C)(=O)=O)C3(C)C)CC1 (stereo not given in full)	-18%&-13%	8%[56.1 µM]	-16%
81	Cc1nn(Cc2ccccc2Cl)c2sc(C(=O)NC(C)(C)C)cc12	27%	1%	?
82	COC(=O)c1cc(NC(=O)Cn2nc(-c3ccc(C)c(C)c3)ccc2=O)cc(C(=O)OC)c1	nt	3%	-5%
83	Cn1ncc2c(=O)[nH]cnc21	22%	-2%	-10%
84	CCOC(=O)C(=O)N1CCC(C(=O)OC)CC1	10%	-1%	-6%
85	CCCCC1=CC2=CC(=O)C(C)(OC(=O)CC)C(=O)C2=CN1C(CO)CO (stereo not given)	5%[12.8 µM]	15%[12.3 µM]	2%
86	CCOC(=O)c1cc2c(=O)n3ccccc3nc2n(C(C)C)c1=NC(=O)c1cc2ccccc2o1	nt	9%	?
87	COc1ccc(C(CC(=O)Nc2ccc(Br)cn2)N2Cc3ccccc3C2=O)cc1 (stereo not given)	nt	0%	23µM*
88	COC(=O)[C@]1(Cc2ccccc2)N[C@H](CN(C)S(=O)(=O)c2ccc(C(C)(C)C)cc2)[C@@H]2C(=O)N(C)C(=O)[C@@H]21	nt	2%	?
89	COc1ccccc1NC(=O)N1CCN(c2ccc3nncn3n2)CC1	-14%	nt	-4%
90	CC(C)C(=O)Nc1ccc(C(=O)NNC(=O)CCCOc2ccc(Cl)cc2Cl)cc1	0%	-6%	-19%
91	CCCOc1ccccc1C(=O)N(Cc1ccc(C)o1)C1CCS(=O)(=O)C1 (stereo not given)	-3%	4%	?
92	NC(=O)c1ccccc1NC(=O)CCCCCn1nnc2ccccc2c1=O	-20%	nt	-11%
93	CC(=O)c1c(C(C)=O)c(C)n(Cc2ccc3c(c2)OCO3)c1C	0%	3%	?
94	COC(=O)c1c(SCC(=O)Nc2cc(F)ccc2F)[nH]c2ccc(C)cc2c1=O	nt	3%	8.2µM*
95	CCCCc1ccc(NC(=S)N2CCCC2)cc1	-6%	3%	15µM*
